Source: PubChem
MEKK2mut PB1 HTS: signal of MEK5 binding to mutant human MEKK2 PB1 domain | AID 1530 | 290,000 compounds, 0.35% hits | percent response, % at 10 µM | bead flow cytometry, Alexa488-MEK5 binding to MEKK2 mutant; in the data active = percent response above about 24%, passing the limit was not always enough; note: inactives centre near 1; some results filed as inactive read as strong as hits
UBC9 SUMO inh: blocks human SUMOylation mediated by UBC9; HTRF SUMOylation assay, SAE1/SAE2 + UBC9, in vitro; inhibition, % at 35 µM; 290,000 compounds, 0.36% hits; AID 2006; in the data active = inhibition above about 50%, passing the limit was not always enough; note: strong numbers were not always called active
Target sequence (P63279 whole entry, looked up): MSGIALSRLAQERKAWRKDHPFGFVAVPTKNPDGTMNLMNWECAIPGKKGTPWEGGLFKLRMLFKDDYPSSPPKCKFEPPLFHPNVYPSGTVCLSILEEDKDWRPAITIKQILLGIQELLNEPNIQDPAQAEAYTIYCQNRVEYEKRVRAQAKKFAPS
CRFR2-BP antag: antagonists of CRF-binding protein/CRF-R2 receptor complex; AID 588475; 350,000 compounds, 0.59% hits; HEK293 CRF-R2/CRF-BP, CRF-induced calcium fluorescence; inhibition, % at 11.8 µM;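 active = inhibition of the ligand-induced calcium signal above about 50% at the single tested concentration, limit read from the data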
MEKK3 PB1 HTS: modulators (inhibitors or enhancers) of MEK5 binding to human MEKK3 PB1 domain | Q99759 | bead-based flow cytometry, Alexa488-MEK5 binding to MEKK3; actives lie on both sides; 0 = blocked by unlabeled MEK5, 100 = vehicle | binding response (% of control), % at 10 µM | 290,000 compounds, 1.4% hits | AID 1529;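 active = binding response more than 3 SD above or below the average of its plate-row segment, actives on both sides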;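 note: Alexa488 bead fluorescence after subtracting the streptavidin-only scavenger bead signal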
Target sequence (Q99759 whole entry, looked up, the tested form may be a part): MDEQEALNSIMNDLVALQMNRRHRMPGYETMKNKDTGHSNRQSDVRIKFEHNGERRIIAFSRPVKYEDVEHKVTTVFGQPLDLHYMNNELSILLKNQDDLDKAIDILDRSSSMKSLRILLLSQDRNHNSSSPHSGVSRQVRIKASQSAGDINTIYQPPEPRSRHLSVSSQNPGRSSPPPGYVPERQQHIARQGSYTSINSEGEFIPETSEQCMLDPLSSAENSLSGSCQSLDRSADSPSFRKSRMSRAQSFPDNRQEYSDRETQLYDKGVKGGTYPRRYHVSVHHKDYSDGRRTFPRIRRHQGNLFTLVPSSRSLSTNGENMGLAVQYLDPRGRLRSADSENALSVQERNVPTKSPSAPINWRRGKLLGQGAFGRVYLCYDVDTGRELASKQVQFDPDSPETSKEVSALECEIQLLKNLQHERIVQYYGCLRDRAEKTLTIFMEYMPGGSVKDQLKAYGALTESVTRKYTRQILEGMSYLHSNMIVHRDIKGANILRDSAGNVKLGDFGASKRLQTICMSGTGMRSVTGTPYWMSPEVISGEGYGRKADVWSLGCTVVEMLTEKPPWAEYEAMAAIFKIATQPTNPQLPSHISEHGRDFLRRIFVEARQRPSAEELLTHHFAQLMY
NS3 helicase inh: blocks Hepatitis C virus NS3 helicase unwinding; AID 1800; 290,000 compounds, 0.56% hits; inhibition, % at 10.9 µM; NS3 helicase DNA unwinding, Cy5 molecular beacon fluorescence;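 active = inhibition above the mean of all tested compounds plus 3 SD, set per campaign, cut at about 35% in these data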;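 note: 0% = DMSO wells and 100% = thioflavine S control wells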
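Measured by: Cy5 fluorescence, 0 and 60 min reads / Assay system: NS3 helicase fragment of HCV / Control set: low DMSO, high thioflavine S at 110 µM / Times: 1 h reaction at 25 °C, ATP-initiated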
GalR3 antag: human GalR3 antagonism; O60755; HEK293 GalR3-CNG cAMP membrane potential fluorescence; galR3 body fused to GalR1 C-terminus; 360,000 compounds, 0.44% hits; AID 651719; inhibition, % at 3 µM;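 active = inhibition above the screen-wide average plus 3 SD, cut at about 13% in these data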;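 note: forskolin and galanin both at EC90 stimulate the cells; cAMP rise reported by CNG channel membrane potential dye signal; 0% = forskolin plus galanin with DMSO and 100% = forskolin alone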
CRFR2-BP ag: CRF-BP/CRF-R2 complex agonism | activation, % at 13.2 µM | AID 588473 | 350,000 compounds, 0.46% hits | HEK293 CRF-R2/CRF-BP, calcium dye fluorescence (FLIPR); percent of saturating CRF peptide response;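 active = activation of at least 50%, plus an integration ratio under a set limit after plate pattern correction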;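 note: plate controls were neutral control wells without compound for no effect and CRF at EC100 for full effect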
DNA FID counter: counter-screen for HCV NS3 helicase inhibitors: DNA intercalator displacement; inhibition, % at 7.9 µM; DNA fluorescent intercalator displacement, fluorescence; 290,000 compounds, 0.17% hits; AID 1845; in the data active = inhibition above about 37%;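 note: 0% = vehicle and 100% = reference compound; higher means more ethidium bromide displaced from hairpin DNA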
MEKK2wt PB1 HTS: raises or lowers MEK5 binding to wildtype human MEKK2 PB1 domain. bead flow cytometry, Alexa488-MEK5 binding to MEKK2 WT; actives lie on both sides. Q9Y2U5. AID 1531. binding response (% of control), % at 10 µM. 290,000 compounds, 1.1% hits; in the data active = binding response below about 67% or above about 130%
Numbers without * were called inactive; / = no result given; [ ] = another dose, or the depositor's remark.

entry	canonical_smiles	MEKK2mut PB1 HTS	UBC9 SUMO inh	CRFR2-BP antag	MEKK3 PB1 HTS	NS3 helicase inh	GalR3 antag	CRFR2-BP ag	DNA FID counter	MEKK2wt PB1 HTS
1	O=C(COC(=O)c1ccc(S(=O)(=O)NCc2ccco2)cc1)c1ccccc1	-1	5	-19	98	-2	-2	-1.1	-12	100
2	CC(CCc1ccccc1)NC(=O)COC(=O)c1ccc(F)cc1 (stereo unspecified)	10	7	-6	107	5	-7	-2.4	-23	114
3	O=c1cc(N2CCOCC2)c2ccccc2o1	7	38	3	97	-1	-3	1.4	4	105
4	Cc1cccc(NC2=NC(C)(C)N=C(N)N2)c1	-6	17	28	110	-6	-3	-1.1	-2	99
5	Cc1cccc2c3nc4ccccc4nc3n(C)c12	-5	0	26	90	-8	-10	1.6	-21	88
6	Cc1oc(S(=O)(=O)N2CCOCC2)cc1C(=O)Nc1ccc(F)cc1	0	-4	-11	96	-5	-6	-2.3	-15	100
7	CCc1nnc(NS(=O)(=O)c2ccc(NC(=O)COc3ccc(Cl)c(C)c3)cc2)s1	-6	20	5	98	7	1	-0.1	-32	90
8	O=C(Nc1ccc(O)cc1)c1cc2ccccc2c(=O)s1	-9	5	-7	97	-10	-2	-2.0	20	90
9	CC(C)=CC(=O)OCC(=O)Nc1cc(C)ccc1C	2	19	-3	108	9	5	1.0	-2	107
10	COc1ccc(N(CC(=O)N2CCCC2)S(=O)(=O)c2ccc(NC(C)=O)cc2)cc1	-5	4	22	101	5	-10	-1.5	-12	98
11	CCC1(CC)C(=O)C2=C3C1[C@H](C(=O)OC)CC(C(=O)OC)C[C@H]3n1c(=O)n(-c3ccccc3)c(=O)n1[C@H]2C (stereo partly specified)	-4	/	1	80*[inhibitor]	/	-4	-2.0	/	86
12	COc1cc2[nH]c(=O)n(CCCCCC(=O)N3CCN(c4ccccn4)CC3)c(=O)c2cc1OC	5	-4	13	106	-3	-2	-1.2	-18	99
13	Cc1cc(C)cc(NC(=O)C2CCCN(S(=O)(=O)c3cnc[nH]3)C2)c1 (stereo unspecified)	4	-5	7	111	-7	1	0.0	-8	110
14	CCC(c1nnnn1C(C)(C)C)N1CCN(C2CCCC2)CC1 (stereo unspecified)	-6	10	16	97	0	0	-1.0	0	103
15	COc1ccc(OCC(=O)Nc2ccccc2N2CCN(C)CC2)cc1	-3	5	1	109	-5	-6	0.1	5	108

Reprinted from the part before: six compounds, followed by the next part.
entry	canonical_smiles	MEKK2mut PB1 HTS	UBC9 SUMO inh	CRFR2-BP antag	MEKK3 PB1 HTS	NS3 helicase inh	GalR3 antag	CRFR2-BP ag	DNA FID counter	MEKK2wt PB1 HTS
10	COc1ccc(N(CC(=O)N2CCCC2)S(=O)(=O)c2ccc(NC(C)=O)cc2)cc1	-5	4	22	101	5	-10	-1.5	-12	98
11	CCC1(CC)C(=O)C2=C3C1[C@H](C(=O)OC)CC(C(=O)OC)C[C@H]3n1c(=O)n(-c3ccccc3)c(=O)n1[C@H]2C (stereo partly specified)	-4	/	1	80*[inhibitor]	/	-4	-2.0	/	86
12	COc1cc2[nH]c(=O)n(CCCCCC(=O)N3CCN(c4ccccn4)CC3)c(=O)c2cc1OC	5	-4	13	106	-3	-2	-1.2	-18	99
13	Cc1cc(C)cc(NC(=O)C2CCCN(S(=O)(=O)c3cnc[nH]3)C2)c1 (stereo unspecified)	4	-5	7	111	-7	1	0.0	-8	110
14	CCC(c1nnnn1C(C)(C)C)N1CCN(C2CCCC2)CC1 (stereo unspecified)	-6	10	16	97	0	0	-1.0	0	103
15	COc1ccc(OCC(=O)Nc2ccccc2N2CCN(C)CC2)cc1	-3	5	1	109	-5	-6	0.1	5	108
16	Cc1ccc(C)c(NC(=O)c2ccccc2C(=O)c2ccccc2)c1	-3	9	/	106	4	-3	/	-18	99
17	CCN1C(=O)C(CC(=O)Nc2ccc(OC)cc2)N(CCc2ccccc2F)C1=S (stereo unspecified)	-1	-14	-12	100	-12	-5	1.3	-18	102
18	COc1ccc(Cl)cc1C(=O)NCc1cn(C)nc1C	2	32	25	99	1	1	-2.8	-2	101
19	O=C1N=C(N2CCCC2)CN1c1ccccc1	-3	2	13	91	16	0	8.8	2	95
20	CC1(C(=O)NC2CCCCC2)CCC(=O)N1Cc1cccs1 (stereo unspecified)	9	-6	-1	102	-6	-2	0.4	-4	106
21	CN=C(C)C1=C(O)C(C(=O)OC)C(C)(C)CC1=O (stereo unspecified)	15	12	-1	101	2	-2	-0.7	-11	97
22	CCNC(=O)CC1SC(=Nc2ccc(Cl)cc2)N(CC)C1=O (stereo unspecified)	-2	-8	2	116	8	0	-1.3	-13	103
23	COc1ccc(C(=O)NCCCNC(=O)c2ccc(C)nc2)cc1	-14	-4	10	93	-2	-8	-2.2	0	87
24	CCOC(=O)c1nnn(-c2nonc2N)c1-c1ccccc1	-1	2	7	105	-2	-1	0.6	-5	103
25	O=C(CSc1ccc([N+](=O)[O-])cc1)Nc1cccc(S(=O)(=O)Nc2ccccc2F)c1	3	-3	-18	101	-7	-4	-0.8	9	104
26	CCOc1ccc(S(=O)(=O)N2CCN(C(=O)c3sccc3C)CC2)cc1	1	1	7	102	5	-4	-2.8	-2	103
27	COc1ccc(C(=O)NCC(O)CN2CCOCC2)cc1[N+](=O)[O-] (stereo unspecified)	6	8	-39	101	6	-11	-3.1	0	104
28	C/C(=N/NS(=O)(=O)c1ccccc1)c1ccc(NC(=O)C(F)(F)F)cc1	-1	-1	13	99	-12	-4	-1.3	3	97
29	N#Cc1c(N)n(CCc2ccc(F)cc2)c2nc3ccccc3nc12	5	48	5	106	3	-1	-0.5	-3	99
30	O=C1NN=C(c2ccc(Cl)cc2)CC1c1cccc(Br)c1 (stereo unspecified)	-4	-12	-44	104	-14	-3	-2.1	-22	94
31	COC(=O)C1=C(C)OC(N)=C(C#N)C1C1CCCCC1 (stereo unspecified)	-3	18	-8	97	-1	-7	0.0	-8	94
32	COc1ccc(CCN2C(=O)CC(NNC(=O)c3ccccc3Br)C2=O)cc1 (stereo unspecified)	-1	-6	-4	127	7	-3	2.5	-14	103
33	CN(C)S(=O)(=O)c1cccc(COC(=O)CN2C(=O)NC3(CCCC3)C2=O)c1	-5	2	-5	94	1	-1	0.6	-20	92
34	Cc1ccc(Cl)cc1N(CC(=O)Nc1cccc(N(C)S(C)(=O)=O)c1)S(C)(=O)=O	-2	-8	-5	99	-8	-9	1.0	-20	96
35	O=C(CN1C(=O)c2ccccc2C1=O)Oc1ccc(F)cc1	4	15	/	105	1	/	/	-9	106
36	CCc1nnc(NC(=O)CSc2nnc(C)n2-c2ccc(C)cc2)s1	/	0	-15	/	1	-2	0.0	-21	/
37	CC(C)C(=O)N1CCN(c2ccccc2N)CC1	-2	12	9	100	8	/	-1.4	2	104
38	CC1CCN(CCOCCSc2ccc(Cl)cc2)CC1	-9	21	-11	103	-2	-13	-1.9	26	104
39	Cc1cc[n+](-c2nc([O-])sc2/C=N/Nc2ccc([N+](=O)[O-])cc2)cc1	3	15	20	105	8	-3	-1.4	2	104
40	CCS(=O)(=O)N1CCN(C(=O)c2ccco2)CC1	1	1	0	98	0	-9	-0.2	-5	100
41	COc1ccc(CN2CC(C(=O)N3CC(C)CC(C)C3)CC2=O)cc1 (stereo unspecified)	3	/	-1	102	0	-7	-0.5	-37	103
42	CCN(N)C(=S)Nc1ccc(F)cc1	-1	2	21	108	4	1	-2.9	-4	101
43	CCCc1[nH]nc2c1C(c1ccsc1)C(C#N)=C(N)O2 (stereo unspecified)	1	10	-12	100	2	0	-0.8	-4	102
44	Cc1csc(C(C)N(C)C(=O)c2ccc(OC3CCN(Cc4ccccn4)CC3)cc2)n1 (stereo unspecified)	3	-10	2	99	2	2	0.4	-11	107
45	O=C(NCCN1CCCCC1)Nc1ccc(F)c(Cl)c1	3	21	2	102	6	-6	-0.5	7	105
46	Cc1ccc(C23CC4CC(CC(C(=O)N5CCN(C)CC5)(C4)C2)C3)cc1	-3	9	-21	106	-26	-8	4.0	9	104
47	c1cc2c(cc1C1CCCCC1)c1c3n2CCCNC3CCC1 (stereo unspecified)	18	-17	-13	93	-49	-8	-1.4	22	165*
48	COc1ccc(/C(N)=C/C(=O)C(C)(C)C)cc1	6	23	2	101	-21	-6	0.6	-5	101
49	CN(Cc1ccccc1)C(=O)COC(=O)c1ccc(S(=O)(=O)N(C)C)cc1	-17	1	1	77	-1	3	-0.3	-22	83
50	CC(C(=O)NN)n1nnc(N2CCOCC2)n1 (stereo unspecified)	2	9	7	103	0	0	3.1	-29	103
51	CC(Sc1nc2ccccc2[nH]1)C(=O)Nc1ccc2c(c1)OCCO2 (stereo unspecified)	0	-15	-8	99	-4	1	-1.1	-12	101
52	COc1ccc(-c2nnc(SCC(=O)Nc3ccc(C(=O)O)cc3)n2-c2ccc(Cl)cc2)cc1	-6	3	8	93	14	-6	1.3	-49	99
53	O=C1OC(/C(=C\Nc2ccc(F)cc2F)[N+](=O)[O-])c2ccccc21 (stereo unspecified)	-3	14	10	100	12	0	-1.3	-2	96
54	CCN(CC)C(=O)CSc1nnc(-n2nc(C)cc2C)c2ccccc12	9	16	-3	102	-2	-5	0.1	-22	105
55	O=C(Nc1ccc(-c2cccc(F)c2)cc1)C1CCCN(Cc2ccccn2)C1 (stereo unspecified)	4	3	-12	100	-35	0	0.0	27	115
56	CCn1c(CSCc2ccc(F)cc2)nnc1SCC(=O)N1CCN(c2ccccc2)CC1	5	-10	18	102	-10	-5	-0.6	-38	101
57	Cc1cc(=O)[nH]c(N/N=C/c2ccc3c(c2)OCCO3)n1	-29	8	19	68	5	-4	2.0	-6	73
58	CCCCOC(=O)c1ccc(N/C(=N\S(=O)(=O)c2ccccc2)c2ccccc2)cc1	-1	-5	-35	103	-14	3	0.7	-12	97
59	CCOC(=O)c1c(CSc2ccsc2)n(C)c2cc(Br)c(O)c(CN(C)C)c12	32	-14	25	107	-53	-9	0.4	9	117

5 of the compounds above, with two lines to a compound.
Results follow in this order: MEKK2mut PB1 HTS | UBC9 SUMO inh | CRFR2-BP antag | MEKK3 PB1 HTS | NS3 helicase inh | GalR3 antag | CRFR2-BP ag | DNA FID counter | MEKK2wt PB1 HTS
#55 O=C(Nc1ccc(-c2cccc(F)c2)cc1)C1CCCN(Cc2ccccn2)C1 (stereo unspecified)
    4 | 3 | -12 | 100 | -35 | 0 | 0.0 | 27 | 115
#56 CCn1c(CSCc2ccc(F)cc2)nnc1SCC(=O)N1CCN(c2ccccc2)CC1
    5 | -10 | 18 | 102 | -10 | -5 | -0.6 | -38 | 101
#57 Cc1cc(=O)[nH]c(N/N=C/c2ccc3c(c2)OCCO3)n1
    -29 | 8 | 19 | 68 | 5 | -4 | 2.0 | -6 | 73
#58 CCCCOC(=O)c1ccc(N/C(=N\S(=O)(=O)c2ccccc2)c2ccccc2)cc1
    -1 | -5 | -35 | 103 | -14 | 3 | 0.7 | -12 | 97
#59 CCOC(=O)c1c(CSc2ccsc2)n(C)c2cc(Br)c(O)c(CN(C)C)c12
    32 | -14 | 25 | 107 | -53 | -9 | 0.4 | 9 | 117

Only part of the results is shown, so the mix of outcomes need not match the whole.
